ERG Ets-DNA blk: blocks human ERG Ets domain binding to DNA; P11308; fluorescence polarization, His-ERG Ets domain / labelled DNA; Potency, µM (top dose mostly 76.9 µM), without a hit: at the highest dose FP activity, negative = inhibition, actives largely listed as inhibitors; actives 0.028% (n = 370,000); AID 624246; active = well fitted inhibition curve with a large enough effect in the polarisation, with a control signal flat; inconclusive = small, poorly fitted or top-dose-only effect, or effect the other way, or a change in a side signal; inactive = no such curve, though single readings can be large or run the other way; the % refers to the polarisation;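 also: polarization taken with two DNA probes labelled with fluorescein and Texas red; potency is read from the fitted curve at half-maximal effect; % of control where 0% means no effect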
Target sequence (P11308 whole entry, looked up, the tested form may be a part): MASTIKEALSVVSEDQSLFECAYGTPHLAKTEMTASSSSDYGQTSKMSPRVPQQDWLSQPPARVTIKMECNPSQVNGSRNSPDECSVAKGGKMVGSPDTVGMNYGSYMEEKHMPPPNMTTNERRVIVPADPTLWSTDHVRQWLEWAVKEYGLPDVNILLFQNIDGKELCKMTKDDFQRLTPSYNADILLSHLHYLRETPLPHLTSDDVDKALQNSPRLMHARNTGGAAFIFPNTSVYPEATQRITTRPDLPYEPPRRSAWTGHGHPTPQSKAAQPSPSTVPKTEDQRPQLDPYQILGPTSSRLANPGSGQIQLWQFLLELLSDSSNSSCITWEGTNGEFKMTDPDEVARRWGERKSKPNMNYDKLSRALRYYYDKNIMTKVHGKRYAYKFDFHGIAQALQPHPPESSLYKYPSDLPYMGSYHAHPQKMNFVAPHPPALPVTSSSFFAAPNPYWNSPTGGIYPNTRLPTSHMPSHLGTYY
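His-tagged ERG Ets domain (1 uM in the protein solution; 300mM KCl, 50mM Tris-HCl, 1mM EDTA, 1mM DTT, pH 7.5) received compound, then a probe mix of 5 nM fluorescein-DNA and 100nM Texas-615-DNA. Fluorescence polarization was read for both dyes.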
BLM inh: inhibitors of human Bloom syndrome helicase BLM | AID 2528 | recombinant BLM DNA unwinding, fluorescence dequenching | Potency, µM (highest dose often 56.1 µM), for inactives: at the top dose activity change, negative = inhibition, hits mostly inhibitors | actives 0.2% (n = 350,000);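 also: potency is read from the fitted curve at half-maximal effect; plate controls were vehicle for no effect and no enzyme for full effect; nearly all actives have a fitted effect of over 35% in size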
Pol iota inh: blocks human DNA polymerase iota activity. AID 588590. Q9UNA4. actives 1% (n = 390,000). Potency, µM (top dose mostly 115 µM), without a hit: top-dose activity, negative = inhibition, usual class: inhibitors. Pol iota fluorescent replication assay, 10 min; also: potency is read from the fitted curve at half-maximal effect
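Pol iota at 10 nM preincubated 15 min with compounds at room temperature; reaction started with fluorescent substrate, 50 nM final. Fluorescence read kinetically at 0 and 10 min; buffer-only wells as negative control.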
APEX1 inh: APE1 (human) endonuclease inhibition; actives 0.35% (n = 350,000); recombinant APE1, TAMRA/BHQ-2 abasic DNA cleavage fluorescence; Potency, µM (series often up to 65.8 µM), inactives show at the highest dose activity change, negative = inhibition, usual class: inhibitors; P27695;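 also: potency is read from the fitted curve at half-maximal effect; plate controls were vehicle for no effect and reference inhibitor for full effect; nearly all actives have a fitted effect of over 55% in size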
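Step 1: APE1 (0.75 nM) with compound, 15 min RT. Step 2: add 50 nM fluorophore/quencher THF duplex. Step 3: three fluorescence reads 60 s apart (525/598 nm); read 3 minus read 1 = reaction progress.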
12-LOX inh: inhibitors of human 12S-lipoxygenase ALOX12 | P18054 | purified 12hLO, xylenol orange hydroperoxide absorbance | Potency, µM (titrated, usually from 108 µM), without a hit: top-dose activity change, negative = inhibition, usual class: inhibitors | actives 1.1% (n = 580,000) | AID 1671190; also: potency is read from the fitted curve at half-maximal effect; % is scaled to controls: 0 for no effect and ±100 for the full control effect
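Purified human 12hLO (150 nM final) in 25 mM Hepes, 0.01% Triton X-100, pH 7.0 was preincubated 15 min at room temperature with compound. Then 40 uM arachidonic acid was added, 30 min. Hydroperoxide was read by Fe-XO absorbance ratio 573/405 nm.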
Apoferritin bind: binds horse apoferritin like a general anesthetic | P02791 | apoferritin/1-aminoanthracene competitive binding, fluorescence | Potency, µM (titrated, usually from 77.5 µM), for inactives: top-dose activity change, negative = displacement, actives largely listed as inhibitors | actives 0.074% (n = 350,000) | AID 485281; also: potency is read from the fitted curve at half-maximal effect; % is scaled to controls: 0 for no effect and ±100 for the full control effect; nearly all actives have a fitted effect of over 20% in size
Target sequence (P02791 2-175 limits assumed): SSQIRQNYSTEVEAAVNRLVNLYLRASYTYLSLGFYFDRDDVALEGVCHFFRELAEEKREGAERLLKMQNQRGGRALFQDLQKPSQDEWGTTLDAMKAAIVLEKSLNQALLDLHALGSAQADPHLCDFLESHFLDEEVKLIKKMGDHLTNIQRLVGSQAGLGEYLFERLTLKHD
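Probe: 1-aminoanthracene (50% saturated, PBS). Protein: horse-spleen apoferritin, 10 uM. Incubation: 10 min, room temperature. Detection: 380 nm excitation, 535 nm emission. Analysis: normalized response, four-parameter Hill.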
POLB inh: DNA polymerase beta (human) inhibition | P06746 | Pol beta primer extension/strand displacement, fluorescence kinetic | Potency, µM (titrated, usually from 114 µM), inactives show top-dose activity change, negative = inhibition, usual class: inhibitors | actives 1.3% (n = 340,000) | AID 485314; also: potency is read from the fitted curve at half-maximal effect; % is scaled to controls: 0 for no effect and ±100 for the full control effect
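Enzyme-only controls used 10 nM Pol beta; buffer lacking enzyme served as negative control. Compound preincubated 15 min, then 50 nM substrate added; 0 and 10 min reads at room temperature.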
TRHR agonist: TRH receptor (human) agonism; P34981; TRHR cells, calcium flux fluo-8, FDSS agonist mode; activation, % at 2 µM; actives 0.18% (n = 360,000); AID 493084; in the data active = activation above about 30%; also: 0% is about no effect
Target sequence (P34981 whole entry, looked up): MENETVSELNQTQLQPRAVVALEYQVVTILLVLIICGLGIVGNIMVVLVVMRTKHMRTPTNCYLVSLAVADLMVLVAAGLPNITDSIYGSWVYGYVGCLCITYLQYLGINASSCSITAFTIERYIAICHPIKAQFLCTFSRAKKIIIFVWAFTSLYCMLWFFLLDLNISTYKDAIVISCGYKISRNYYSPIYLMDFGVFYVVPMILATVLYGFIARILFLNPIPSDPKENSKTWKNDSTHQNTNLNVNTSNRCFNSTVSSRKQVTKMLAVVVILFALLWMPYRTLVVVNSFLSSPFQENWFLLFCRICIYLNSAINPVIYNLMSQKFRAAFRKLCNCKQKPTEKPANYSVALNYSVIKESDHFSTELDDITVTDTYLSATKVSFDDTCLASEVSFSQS
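TRHR-expressing cells, plated overnight in medium with 10% serum, were loaded with fluo-8 calcium dye at room temperature. After a 10 s baseline, library compound was pin-added and calcium release was recorded kinetically (ex 480/em 530) as agonist response.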
Pol kappa inh: blocks human DNA polymerase kappa activity; actives 0.53% (n = 400,000); Q9UBT6; purified Pol kappa, fluorescent DNA synthesis assay, 10 min; Potency, µM (series often up to 107 µM), for inactives: at the top dose activity, negative = inhibition, hits mostly inhibitors; also: potency is read from the fitted curve at half-maximal effect; % is scaled to controls: 0 for no effect and ±100 for the full control effect
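Here, compound and 10 nM enzyme are combined for 15 min at room temperature; adding 50 nM substrate (final) starts DNA synthesis, tracked by fluorescence at 0 and 10 min against buffer-only wells.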
* = called active by the depositor; i = inactive; u = inconclusive; x = not tested or not shown; [ ] = remark or other dose. Unless noted, calls follow the shape of the dose curve; as a rule, active = well fitted curve in the direction sought with a large enough effect; inconclusive = small, poorly fitted or top-dose-only effect, or another doubt; inactive = no such curve, though single readings can be large; an effect the other way counts as inactive or inconclusive. This is a subset (hit frequency here may not be typical).

A first look (2 entries):
nr	Compound	ERG Ets-DNA blk	BLM inh	Pol iota inh	APEX1 inh	12-LOX inh
1	COc1c2c(cc(O)c1C(C)=O)OC(C)(C)C=C2	11%	x	-20%	x	12%
2	O=Cc1ccccc1OCc1ccc2c(c1)OCO2	2%	-3%	11%	0%	20%

nr	Apoferritin bind	POLB inh	TRHR agonist	Pol kappa inh
1	x	x	x	-13%
2	u	-2%	-1.0	-3%

The listing (from the top)
nr	Compound	ERG Ets-DNA blk	BLM inh	Pol iota inh	APEX1 inh	12-LOX inh
1	COc1c2c(cc(O)c1C(C)=O)OC(C)(C)C=C2	11%	x	-20%	x	12%
2	O=Cc1ccccc1OCc1ccc2c(c1)OCO2	2%	-3%	11%	0%	20%
3	COc1ccccc1NS(=O)(=O)c1cc(N)ccc1N1CCOCC1	0%	x	48%[activator]	41%	u
4	CSc1ccc(S(=O)(=O)Nc2ccc3c(c2)NC(=O)CC3)cc1	-1%	-4%	95%[activator]	-3%	u
5	Cc1ccc(S(=O)(=O)Nc2cc(C(=O)Nc3cc(C)cc(C)c3)ccc2Cl)cc1	1%	-6%	6%	2%	u
6	CC(NC(=O)CSc1nnc(COc2ccccc2)o1)c1ccccc1 (stereo not given)	-1%	-6%	11%	3%	0%
7	CCOc1ccccc1NC(=O)N1CCC(c2nc3ccc(C)cc3[nH]2)CC1	0%	-1%	5%[58.9 µM]	-2%	21%
8	CCCN1CCN(C(c2cc3cc(OCC)ccc3[nH]c2=O)c2nnnn2C2CCCCC2)CC1 (stereo not given)	-10%	-5%	-7%	11%	-26%
9	Cc1ccc(-c2cc(C(=O)NCC(c3ccccc3)N(C)C)c3ccccc3n2)o1 (stereo not given)	1%	x	-9%	33%	u
10	COc1ccc(C2C(C#N)=C(N)Oc3cc(O)ccc32)cc1C (stereo not given)	6%	-10%	27%	1%	5%
11	CCC(=Nc1ccccc1O)C1=C(O)CC(c2ccccc2)CC1=O (stereo not given)	-1%	-6%	-5%	0%	0%
12	CC(C)(C)NC(=O)NC(=O)COC(=O)CCC1CCCCC1	-10%	-8%	-11%	16%	18%

nr	Apoferritin bind	POLB inh	TRHR agonist	Pol kappa inh
1	x	x	x	-13%
2	u	-2%	-1.0	-3%
3	x	x	x	-3%
4	u	16%	-0.6	-1%
5	-23%	17%	0.1	-13%
6	u	2%	-0.9	-15%
7	-16%	0%	-0.7	-5%
8	4%	5%	0.2	-6%
9	x	x	x	-2%
10	0%	24%	0.7	5%
11	5%	-11%	-0.3	-4%
12	u	5%	0.3	-13%

(listing goes on)
nr	Compound	ERG Ets-DNA blk	BLM inh	Pol iota inh	APEX1 inh	12-LOX inh
13	COc1cc2c(cc1OC)-c1cc(Nc3cccc(F)c3)nc(=O)n1CC2	-1%	3%	35%[activator]	-5%	-4%
14	O=S(=O)(Nc1nc2ccccc2nc1N1CCc2ccccc2C1)c1ccc(Br)cc1	1%	-11%	163%[activator]	22%	-5%
15	Cc1ccsc1C1Nc2ccc3ncccc3c2C2=C1C(=O)CC(C)(C)C2 (stereo not given)	-2%	-13%	u	-1%	-23%
16	Cc1nn(-c2ccc(Cl)cc2)c2sc(C(=O)N3CCN(c4ccccn4)CC3)cc12	6%	-4%	11%	-5%	77%[activator]
17	C[C@H]1CN([C@@H](C)CO)C(=O)c2cccc(NC(=O)C3CC3)c2O[C@H]1CN(C)CC1CCCCC1	2%	x	10%	-2%	11%
18	O=C(c1csnn1)N1CCC2(CC1)CCN(c1ccccn1)CC2	x	0%	x	-1%	3%[57.4 µM]
19	CC(=O)Nc1ccc(S(=O)(=O)N2CCC(N(C)CCC(C)C)CC2)cc1	-12%	4%	u	-1%	0%
20	CC(=O)C1=C(c2ccccc2)NC(=O)NC1c1ccccc1OCC(=O)Nc1ccccc1 (stereo not given)	7%	-4%	1%	-3%	0%
21	O=C(/C=C\c1ccco1)c1ccc(NC(=O)c2ccco2)cc1	-4%	20µM*	35µM*	u	u
22	COC(=O)c1sccc1NC(=O)c1c(C)c(-c2cccc(Cl)c2)nc2ccccc12	-15%	-10%	-3%	2%	-20%
23	O=c1cc(N2CCCCC2)c(-c2ccccc2)nn1Cc1ccc(Cl)cc1	-1%	-15%	2%	-4%	u
24	Cc1ccc(C(=O)Nc2ccc3c(c2)N(C)C(=O)c2ccccc2S3)cc1F	2%	-10%	-8%	x	-1%

nr	Apoferritin bind	POLB inh	TRHR agonist	Pol kappa inh
13	-1%	5%	-0.1	-10%
14	70%[activator]	30%	1.0	-12%
15	u	10%	0.1	-7%
16	3%	-5%	-1.7	2%
17	x	x	x	-12%
18	x	x	x	0%[60.1 µM]
19	-9%	45%	-0.3	-15%
20	-16%	6%	0.4	-19%
21	-16%	10µM*	0.7	u
22	-7%	-1%	-0.2	-8%
23	-11%	8%	0.1	-18%
24	2%	u	0.5	-11%[60.1 µM]

Single records (already shown). Values in the order: ERG Ets-DNA blk, BLM inh, Pol iota inh, APEX1 inh, 12-LOX inh, Apoferritin bind, POLB inh, TRHR agonist, Pol kappa inh
COc1c2c(cc(O)c1C(C)=O)OC(C)(C)C=C2 reads 11%, x, -20%, x, 12%, x, x, x, -13%
CC(=O)Nc1ccc(S(=O)(=O)N2CCC(N(C)CCC(C)C)CC2)cc1 reads -12%, 4%, u, -1%, 0%, -9%, 45%, -0.3, -15%
CC(NC(=O)CSc1nnc(COc2ccccc2)o1)c1ccccc1 (stereo not given) reads -1%, -6%, 11%, 3%, 0%, u, 2%, -0.9, -15%
COc1ccccc1NS(=O)(=O)c1cc(N)ccc1N1CCOCC1 reads 0%, x, 48%[activator], 41%, u, x, x, x, -3%
COc1ccc(C2C(C#N)=C(N)Oc3cc(O)ccc32)cc1C (stereo not given) reads 6%, -10%, 27%, 1%, 5%, 0%, 24%, 0.7, 5%

More compounds
nr	Compound	ERG Ets-DNA blk	BLM inh	Pol iota inh	APEX1 inh	12-LOX inh
25	CCOC(=O)C1CCN(C(=O)COc2ccc(S(=O)(=O)N3CCOCC3)cc2)CC1	11%	-3%	21%	5%	37%[activator]
26	CCOc1ccc2oc(=O)cc(CN3CCOCC3)c2c1	-10%	-1%	89%[activator]	27%	0%
27	CC1CCN(S(=O)(=O)c2ccc3c(ccc(=O)n3CC(=O)NCc3ccc(Cl)cc3)c2)CC1	10%	-2%	5%	x	0%
28	COc1ccc(-c2oc3ncn(Cc4ccco4)c(=N)c3c2-c2ccc(OC)cc2)cc1	7%	-6%	-19%	0%	0%
29	CCCCC(=O)c1ccc(O)cc1	x	0%	44%[activator]	-3%	-8%
30	CC(C)NC(=O)CCCn1c(=S)[nH]c2cc3c(cc2c1=O)OCO3	10%	0%	20%	-1%	0%
31	COc1ccc(C(=O)Nc2ccc(N3CCC(C)CC3)cc2)cc1Br	-3%	3%	32%[activator]	-2%	5%
32	CCCCCCCC(=O)NNC(=O)c1c(O)c2ccccc2n(CC)c1=O	-3%	-7%	30%	8%	32%
33	COc1ccc(CCN2CC(C(=O)OCC(=O)NC(C)c3cccc(Cl)c3)CC2=O)cc1OC (stereo not given)	-10%	x	18%	6%	33%[activator]
34	CCn1ncc([N+](=O)[O-])c1C(=O)Nc1ccc(C(=O)N2CCCCC2)cc1	0%	5%	21%	0%	-9%
35	CN(C)c1ccc(S(=O)(=O)NCC(=O)OCC(=O)c2ccc[nH]2)cc1[N+](=O)[O-]	17%	x	u	-12%	7%
36	COc1ccccc1NC(=O)CCc1nnc2ccc(NCc3ccco3)nn12	11%	-6%	u	34%[activator]	-3%

nr	Apoferritin bind	POLB inh	TRHR agonist	Pol kappa inh
25	-14%	14%	-0.8	-16%
26	-1%	9%	-1.6	-7%
27	-9%	-1%	0.2	-7%[60.1 µM]
28	48%[activator]	2%	1.4	-11%
29	u	-11%	-0.1	-2%
30	-6%	5%	0.8	6%
31	-10%	22%	-0.2	-4%
32	-6%	-3%	2.2	-16%
33	x	x	0.7	-25%
34	3%	6%	-0.2	-5%
35	x	x	2.2	-9%
36	-13%	-14%	-0.2	-19%

(further entries)
nr	Compound	ERG Ets-DNA blk	BLM inh	Pol iota inh	APEX1 inh	12-LOX inh
37	CN1C(=O)c2cccc3c(S(N)(=O)=O)ccc1c23	-3%	-8%	20%	-18%	0%
38	Cn1cc([N+](=O)[O-])c(C(=O)N/N=C\c2c[nH]c3ccccc23)n1	-18%	-2%	32%	2%	6%
39	Cc1nc(CS(=O)(=O)c2ccc(Cl)cc2)cc(Sc2ccccc2Cl)n1	11%	0%	7%	u	-3%
40	COc1cnn(-c2ccccc2)c(=O)c1OC	-8%	-1%	-14%[58.9 µM]	0%	142%[activator]
41	Cc1cc(S(=O)(=O)N2CCCOC2CNC(=O)C(=O)NCc2cccs2)ccc1F (stereo not given)	20%	-5%	3%	5%	i
42	COc1ccc(CN(C)CC(=O)NCC(=O)Nc2c(C)cccc2C)cc1	26%	x	-7%	4%	2%
43	Fc1ccc(CO/N=C2\CCCc3nonc32)cc1	-3%	-12%	146%[activator]	-2%	21%
44	CC(C)n1ncc2c(C(=O)Nc3cccc(S(=O)(=O)N(C)C)c3)cc(C3CC3)nc21	16%	x	-4%	9%	184%

nr	Apoferritin bind	POLB inh	TRHR agonist	Pol kappa inh
37	512%[activator]	-1%	-0.1	2%
38	-8%	6%	0.7	3%
39	-20%	-29%	0.0	-7%
40	2%	3%	0.6	-1%
41	-8%	9%	0.7	-2%
42	x	x	0.2	-15%
43	u	6%	-0.7	-11%
44	x	x	-0.2	-19%
